Bioassay records from PubChem.
VHR inh color – inhibitors of human VHR1 phosphatase (DUSP3); inhibition, % at 20 µM; P51452; 50,000 compounds, 0.7% hits; recombinant VHR phosphatase, colorimetric substrate read-out; AID 1992; in the data active = inhibition above about 60%; note: some results filed as inactive read as strong as hits
Target sequence (P51452 whole entry, looked up): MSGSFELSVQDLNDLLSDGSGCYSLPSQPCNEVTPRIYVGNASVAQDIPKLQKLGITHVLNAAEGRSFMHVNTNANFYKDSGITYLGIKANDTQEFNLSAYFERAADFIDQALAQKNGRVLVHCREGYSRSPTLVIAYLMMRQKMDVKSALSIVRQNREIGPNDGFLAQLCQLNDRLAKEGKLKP
Starred values were filed as active, the others as inactive. Only part of the results is shown, so the mix of outcomes need not match the whole.

SMILES	VHR inh color
O=C(O)C(Cc1ccccc1)N1C(=O)/C(=C/C(Cl)=C/c2ccc([N+](=O)[O-])cc2)SC1=S (centres undefined)	-25
CCC(=O)Nc1ccc(NC(=O)Cc2ccccc2)cc1	-8
O=C(Cn1nc2ccccc2n1)N/N=C/c1ccc(Cl)cc1Cl	-32
COc1cccc(C(=O)Nc2sc(C(=O)OC(C)C)c(C)c2C(=O)OC(C)C)c1	10
COC(=O)C1=CN(Cc2cccs2)C=C(C(=O)OC)C1c1ccc(C(F)(F)F)cc1	-7
CC12CCC(C(=O)N(c3cccc(F)c3)C1=O)C2(C)C (centres undefined)	-36
CCOc1ccc(C(NC(=O)c2ccccc2OC)c2ccc(OC)cc2)cc1 (centres undefined)	1
CCN(CC)c1ccc(Nc2nc(-c3c(C)nc4sccn34)cs2)cc1	44
CCOc1ccc(S(=O)(=O)N(CC(=O)NC(C)CC)c2ccc(C)cc2)cc1 (centres undefined)	-23
COc1ccccc1N1C(=O)CC(Sc2ccccc2C(=O)O)C1=O (centres undefined)	-4

In the list so far, these contain two or more sulfur atoms:
SMILES	VHR inh color
O=C(O)C(Cc1ccccc1)N1C(=O)/C(=C/C(Cl)=C/c2ccc([N+](=O)[O-])cc2)SC1=S (centres undefined)	-25
CCN(CC)c1ccc(Nc2nc(-c3c(C)nc4sccn34)cs2)cc1	44

Going on with the list:
SMILES	VHR inh color
O=C(c1ccc(N2CCN(C(=O)c3ccc(F)cc3F)CC2)cc1)c1cccc(F)c1	-6
COc1cccc(OCCOc2c(Cl)cc(/C=c3\sc4nc5ccccc5n4c3=O)cc2OC)c1	-17
O=C(Cc1ccccc1)N1CCN(C2CC3CCC2C3)CC1 (centres undefined)	-1
CCOc1ccccc1NC(=O)C(=O)N/N=C/c1ccc([N+](=O)[O-])cc1	-4
O=C1CC(Sc2ccc(Br)cc2)C(=O)N1c1ccccc1 (centres undefined)	0
COC1CCCCC1N1CCN(C(=O)c2ccccc2)CC1 (centres undefined)	-9
CC(=O)c1cccc(NC(=O)c2c(Cl)cccc2Cl)c1	-2
O=C(Nc1ccc2oc(-c3ccncc3)nc2c1)c1ccccn1	0
CC(C)(C)C1(O)CC(C(=O)O)(C(C)(C)C)OC1=O (centres undefined)	-12
CCCCc1ccc(C=C(C#N)C#N)s1	-12
Cc1ccc(C(C)C)c(OCC(=O)Nc2c(C)cc(Br)cc2C)c1	7
Cn1c(=O)c2c(nc(NCC(O)c3ccccc3)n2C)n(C)c1=O (centres undefined)	32
NC(=O)c1c(NC(=O)CCC2CCCCC2)sc2c1CCCCC2	7
COCCNC(=O)c1ccc(Cl)cc1Cl	2
O=C(NCc1ccccc1)C(=O)Nc1cccc(Cl)c1	2
Cc1ccc(C=C2C(=O)c3ccccc3C2=O)o1	-8
COc1cccc(/C=C2\C(=O)NC(=O)N(c3ccc(Br)c(C)c3)C2=O)c1OC	2
CC(=O)c1ccc(NC(=O)c2cc(=O)[nH]c3ccccc23)cc1	11
O=C(O)CCC(=O)N1N=C(c2ccc(Br)cc2)CC1c1cccs1 (centres undefined)	10
CCOc1ccc(Br)cc1C=Nc1c(C)n(C)n(-c2ccccc2)c1=O	-2
Cc1cc(=O)oc2cc(OCc3ccc(Cl)cc3Cl)ccc12	-14
Cc1onc(-c2c(Cl)cccc2Cl)c1C(=O)N1CCN(Cc2ccccc2)CC1	-6
CCN(CC)CCn1c2ccccc2n2cc(-c3ccc(OC)cc3)nc12	0
Cc1ccc(N2C(=O)CC(NC3CCN(Cc4ccccc4)CC3)C2=O)cc1 (centres undefined)	-4
Cc1ccc(C23CC4CC(CC(C(=O)NC(C)C(=O)NC(C)(C)C)(C4)C2)C3)cc1 (centres undefined)	-2
COc1ccc(Cl)cc1NC(=O)Cn1nc([N+](=O)[O-])cc1C	22
COc1cccc(N2C(=O)C3C4C=CC(C4)C3C2=O)c1 (centres undefined)	-11
CC(C)C(C(=O)O)N1C(=O)/C(=C/c2ccccc2C(=O)O)SC1=S (centres undefined)	-14
O=C(NCCO)c1ccc(Oc2ccc(C(=O)NCCO)cc2)cc1	18
COc1ccccc1NC(=O)C1=C(C)NC(=O)NC1c1cccs1 (centres undefined)	-1
CCOc1cccc(N2C(=O)CC(S/C(N)=N/N=C(\C)c3ccc(Cl)s3)C2=O)c1 (centres undefined)	-3
COc1ccc(N(CC(=O)NCCc2ccccc2)S(C)(=O)=O)cc1Cl	9
CCOC(=O)c1sc(NC(=O)c2ccc(C)cc2)c(C(=O)OCC)c1C	-2
O=C1/C(=C\c2ccc(F)cc2)SC(=S)N1CN1CCCCC1	7
COc1ccc(C(=O)/C=C/c2ccccc2[N+](=O)[O-])cc1OC	-14
COC(=O)c1ccccc1NC(=O)c1ccc(CN2CCOCC2)cc1	-14
Cc1ccc([N+](=O)[O-])cc1NC(=S)NC(=O)c1ccccc1Cl	-6
O=C(NNC(=O)c1ccc(S(=O)(=O)c2ccccc2)cc1)c1ccc(Br)cc1	-2
N/C(=N\OC(=O)c1ccc(I)cc1)c1ccccc1	-15
COc1ccc(OCC(=O)Nc2cc(OC)cc(OC)c2)cc1	-52
COC(=O)C1=C(C)NC2=C(C(=O)CCC2)C1c1cc2c(cc1Br)OCO2 (centres undefined)	-5
O=C1c2ccccc2C(=O)N1c1ccc(O)cc1	-34
Cc1cccc(C(=O)NNC(=O)c2ccc(-c3ccccc3)cc2)c1	1
COCC(COCCCNC(=O)Nc1ccc(Br)cc1)OC (centres undefined)	2
Cc1cnnn1-c1ccc(C(=O)/C=C\c2ccco2)cc1	33
CC(=O)N/N=C/c1cc(C)n(-c2ccc(Cl)c(Cl)c2)c1C	-1
COc1ccc(NC(=O)c2ccccc2F)cc1OC	-3
CCN1C(=O)/C(=C\c2ccc(C)cc2)C(C(=O)OC)=C1C	13
CCOc1cc(/C=C/C(=O)O)cc(I)c1OCC	-9
CCC(=O)Nc1ccc(C(=O)Nc2c[nH]c(=O)[nH]c2=O)cc1	-21
Remaining list, next part:
SMILES	VHR inh color
CC(=O)Nc1ccc(N2Cc3ccccc3C2)cc1	-15
S=c1[nH]nc(-c2ccccc2)n1C1CCCCC1	24
COc1cc(C(O)c2nc3ccccc3n2C(C)C)cc(OC)c1OC (centres undefined)	3
Cc1ccc(S(=O)(=O)N2CCC(O)CC2C)cc1 (centres undefined)	-33
COc1ccc(C2CC(=O)C3=C(C2)Nc2ccccc2NC3c2ccccc2)cc1 (centres undefined)	23
COCCNCC(=O)C12CC3CCC(CC(C3)C1)C2	1
Cc1cc(C)c(S(=O)(=O)Nc2cc(C(F)(F)F)ccc2Cl)c(C)c1	-44
O=C(/C=C/c1ccc(-c2cc(Cl)ccc2Cl)o1)c1ccc(F)cc1	23
O=C(NCc1ccccc1)C1CC(=O)N(c2ccc(Cl)cc2)C1 (centres undefined)	-6
O=C(/C=C/Nc1cc(Cl)ccc1O)c1cccs1	-1
CCOc1ccccc1-c1nc(SCC(N)=O)n[nH]1	0
COc1ccc(C2CC(=O)C3=C(C2)Nc2ccccc2NC3c2ccc(O)cc2)cc1OC (centres undefined)	-16
O=C(Nc1ccc(-c2nc3ccccc3[nH]2)cc1)c1cccc(Br)c1	26
Cc1cc(N2C(=O)NC(=O)/C(=C\c3cccc(O)c3)C2=O)ccc1Br	46
COc1cccc(NC(=O)COc2cc(C)c(Cl)c(C)c2)c1	-18
Oc1c(Br)cc2oc3c(c2c1/C=N/c1ncn[nH]1)CCCC3	-5
O=C(Oc1ccc(/C=c2/sc3nc4ccccc4n3c2=O)cc1)c1ccc(Br)cc1	-4
CCc1ccc(OCc2nnc(N)s2)cc1	-7
O=C(NCCOc1ccccc1F)c1ccc(CSc2ccc(Cl)cc2)cc1	17
CCc1ccccc1NC(=O)CCc1ccccc1	-14
Cc1ccc(-c2nn(-c3ccccc3)cc2/C=C2\SC(N)=NC2=O)cc1	15
CN1C(=O)NC(=O)/C(=C/c2ccc(-c3ccc([N+](=O)[O-])cc3Br)o2)C1=O	-14
COc1ccc(-n2c(O)c(C=Nc3ccccc3OC)c(=O)[nH]c2=O)cc1	-8
CCN1C(=O)/C(=C/c2ccc(N3CCCC3)cc2)C(=O)NC1=S	33
COc1ccc(C(=O)/C=C/c2ccc3c(c2)OCO3)cc1	-6
CC(Sc1ccc(Cl)cc1)C(=O)NC(C)c1ccccc1 (centres undefined)	3
O=C(CCCSc1nc2sc3c(c2c(=O)[nH]1)CCCC3)NCCO	1
CCN(CC)c1ccc(NC(=O)c2ccc(F)cc2)cc1	-34
COc1ccc(CCNc2nc3c(c(=O)n(C)c(=O)n3C)n2C)cc1OC	-4
CCCCOc1ccc(S(=O)(=O)n2cnc3ccccc32)cc1	-31

Six successive entries already listed:
SMILES	VHR inh color
Cc1ccc(-c2nn(-c3ccccc3)cc2/C=C2\SC(N)=NC2=O)cc1	15
CN1C(=O)NC(=O)/C(=C/c2ccc(-c3ccc([N+](=O)[O-])cc3Br)o2)C1=O	-14
COc1ccc(-n2c(O)c(C=Nc3ccccc3OC)c(=O)[nH]c2=O)cc1	-8
CCN1C(=O)/C(=C/c2ccc(N3CCCC3)cc2)C(=O)NC1=S	33
COc1ccc(C(=O)/C=C/c2ccc3c(c2)OCO3)cc1	-6
CC(Sc1ccc(Cl)cc1)C(=O)NC(C)c1ccccc1 (centres undefined)	3

(cont.)
SMILES	VHR inh color
COc1ccc(S(=O)(=O)N2CCN(CCN3C(=O)c4cccc5cccc(c45)C3=O)CC2)cc1	-12
COc1cc(/C=C(\C#N)c2ccc([N+](=O)[O-])cc2)ccc1O	-20
COc1ccc(CC(=O)Nc2sc3c(c2C#N)CCCC3)cc1OC	1
CN(C)CCCNC(=O)c1ccc(N(C)S(=O)(=O)c2ccccc2)cc1	0
Cc1ccc(-n2[nH]c(C)c(C=Nc3ccc(S(=O)(=O)Nc4nccs4)cc3)c2=O)cc1	-41
O=C(O)CCC(=O)N1N=C(c2ccc([N+](=O)[O-])cc2)CC1c1ccc(Br)cc1 (centres undefined)	21
Cc1ccc(S(=O)(=O)OCP(=O)(c2ccccc2)c2ccccc2)cc1	4
CCN(CC)c1ccc(/C=N\NC(=O)c2cc(C(C)(C)C)[nH]n2)cc1	8
CCOc1ccc(NCC(=O)N/N=C/c2cccc([N+](=O)[O-])c2)cc1	-21
CC(C)CC(=O)NS(=O)(=O)c1ccc(NC(=O)c2ccccc2Cl)cc1	-3

Part of the list above, set out differently.
| compound | VHR inh color |
| --- | --- |
| CN(C)CCCNC(=O)c1ccc(N(C)S(=O)(=O)c2ccccc2)cc1 | 0 |
| Cc1ccc(-n2[nH]c(C)c(C=Nc3ccc(S(=O)(=O)Nc4nccs4)cc3)c2=O)cc1 | -41 |
| CCN(CC)c1ccc(/C=N\NC(=O)c2cc(C(C)(C)C)[nH]n2)cc1 | 8 |
| COc1ccc(S(=O)(=O)N2CCN(CCN3C(=O)c4cccc5cccc(c45)C3=O)CC2)cc1 | -12 |

(list continues)
SMILES	VHR inh color
Cc1sc(NC(=O)CCN2C(=O)c3ccccc3C2=O)nc1-c1ccccc1	4
CN1C(=O)NC(=O)/C(=C/c2cc(Cl)ccc2O)C1=O	30
CCOc1ccc(N(CC(=O)Nc2ccc(C)c(C)c2)S(C)(=O)=O)cc1	-48
O=c1ccc(-c2nc3ccccc3[nH]2)n[nH]1	-12
COc1cc(/C=C2\SC(=S)N(NC(=O)c3ccncc3)C2=O)ccc1OCc1ccccc1Cl	18
COC(=O)c1ccc(Oc2cc(C)nc(-n3nc(C)cc3C)n2)cc1	-23
O=C(NCc1ccco1)c1c(Cl)cccc1Cl	9
O=C(N/N=C/C(Br)=C\c1ccccc1)c1ccccn1	-18
O=c1/c(=C\c2ccc(OCc3ccc(Cl)cc3Cl)cc2)sc2nc3ccccc3n12	-9
CCCCOc1ccc(NC(=O)Nc2cc(F)c(F)cc2Cl)cc1	-1
Cc1ccc(S(=O)(=O)Nc2ccccc2/C=N/n2cnnc2)cc1	-13
Cc1ccc(S(=O)(=O)N2CCN(c3ccc([N+](=O)[O-])c(N4CCOCC4)c3)CC2)cc1	-14
O=C(Nc1ccc(N2CCOCC2)cc1)c1sc2ccccc2c1Cl	-19
O=C1C(Nc2ccccc2)=CC(c2ccccc2Cl)N1c1ccccc1 (centres undefined)	-3
Cc1cc(Br)ccc1NC(=O)c1ccccc1	-14
COc1cc(NS(=O)(=O)c2ccc(NC(=O)c3ccc(-c4ccccc4)cc3)cc2)ncn1	-26
Cc1cccc(N2C(=O)c3cccc4c(N5CCOCC5)ccc(c34)C2=O)c1	-19
O=C(Nc1ccc(Cl)cc1)Nc1ccc(Br)cc1	-36
COc1cc(C(=O)NC2CCCCC2)cc(OC)c1OC	-24
O=C1/C(=C\c2cc([N+](=O)[O-])ccc2Cl)SC(=S)N1Cc1ccccc1	3
CC1(C)C(=O)N(Cc2ccccc2)c2ccccc2N1C(=O)c1ccc(Cl)cc1	-9
CCN(CC)C(=O)c1c(NC(=O)c2cccc(C)c2)sc2c1CCCCC2	-3
O=S(=O)(c1ccc(Cl)cc1)N1C(=S)SCC1c1ccccc1 (centres undefined)	2
CC1=NN(c2ccccc2)C(=O)C1C=C1C(=O)c2ccccc2C1=O (centres undefined)	-4
O=C(N/N=C/c1c(Br)cc(Br)c(O)c1Br)c1ccccc1[N+](=O)[O-]	-17
COCC(C)NCc1cccc(Oc2ccccc2)c1 (centres undefined)	-7
CCOc1ccc(C(=O)Nc2cc(C(=O)OC)cc(C(=O)OC)c2)cc1[N+](=O)[O-]	-11
Clc1ccc(-c2ccc(/C=C\c3nc4ccccc4o3)o2)cc1	11
Cc1ccc(NCC(O)COc2ccc(OCC(O)CNc3ccc(C)cc3C)cc2)c(C)c1 (centres undefined)	-22
Cc1[nH]c2ccccc2c1/C=N/NC(=O)c1cccc([N+](=O)[O-])c1	1
Cc1nc2sc3c(c2c(=O)n1/N=C/c1cccnc1)CCCC3	-2
C=CCN1C(=O)/C(=C\c2ccccc2OCc2ccc(Cl)cc2)SC1=S	-15
COc1ccc(N(CC(=O)NCc2ccccc2)S(=O)(=O)c2ccc(C)cc2)cc1	-11
O=C1NC(=O)N(c2ccc(Br)cc2)C(=O)/C1=C/c1ccc(F)cc1	-1
O=C(COc1ccccc1[N+](=O)[O-])Nc1ccc2oc(-c3cccc4ccccc34)nc2c1	-3
O=C(C(=O)c1ccc(I)cc1)c1ccc(I)cc1	-8
Cc1cccc(OCC(=O)NCCc2ccccc2)c1	5
